697 NFkB inh – inhibitors of PMA/ionomycin-induced NF-kB reporter, 697 cells, primary screen, B-cell NF-kB inhibitor project, cell-based, luminescence, uHTS; 697 B-cell NF-kB luciferase reporter, 16 h; inhibition, % at 4 µM; 0.33% of 330,000 active; AID 435022, 2010; in the data active = inhibition above about 35%
Jurkat NFkB inh – inhibitors of induced NF-kB luciferase reporter, primary screen, TCR NF-kB activation inhibitor project, cell-based, luminescence, uHTS; Jurkat, PMA/ionomycin-induced NF-kB luciferase reporter; inhibition, % at 4 µM; 0.53% of 330,000 active; in the data active = inhibition above about 50%
CCR6 antagonist – CCR6 receptor antagonists, primary screen, cell-based, CHO-K1, luminescence, beta-arrestin, uHTS. C-C chemokine receptor type 6 (Homo sapiens), P51684. CHO-K1 CCR6 PathHunter beta-arrestin, CCL20-stimulated. inhibition, % at 20 µM. 0.49% of 340,000 active. AID 493098, 2011;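 active = compounds whose inhibition of the agonist-driven luminescence signal at 20 µM reaches about 50%, limit read from the data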;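 also: cells stimulated with CCL20 at 14 nM final; plate controls were DMSO with CCL20 for no effect and DMSO without agonist for full effect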
APJ antagonist – antagonists of human apelin receptor APJ, primary screen, CHO-K1 cells, beta-arrestin complementation, luminescence; inhibition, % at 20 µM; 0.32% of 330,000 active;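 active = inhibition above about 40% at 20 µM, limit read from the data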;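 also: cells challenged with 10 nM apelin-13 agonist together with compound; plate controls were apelin-13 plus DMSO wells for no effect and DMSO wells lacking apelin-13 for full effect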
Target sequence (P35414 whole entry, looked up): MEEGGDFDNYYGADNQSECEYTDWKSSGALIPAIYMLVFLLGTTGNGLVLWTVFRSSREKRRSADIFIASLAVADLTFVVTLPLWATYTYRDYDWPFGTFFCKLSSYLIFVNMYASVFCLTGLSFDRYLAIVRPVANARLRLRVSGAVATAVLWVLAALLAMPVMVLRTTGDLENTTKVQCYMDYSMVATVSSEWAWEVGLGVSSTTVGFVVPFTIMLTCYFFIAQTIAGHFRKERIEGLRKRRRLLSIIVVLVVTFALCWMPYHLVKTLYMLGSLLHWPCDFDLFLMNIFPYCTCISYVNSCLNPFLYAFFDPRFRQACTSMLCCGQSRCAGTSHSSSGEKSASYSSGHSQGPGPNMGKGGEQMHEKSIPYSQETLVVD
CXCR6 block – CXCR6 receptor inhibitors, primary screen, cell-based, beta-arrestin, luminescence, CHO-K1 PathHunter, 1536-well; AID 602244, 2012; inhibition, % at 20 µM; C-X-C chemokine receptor type 6 (Homo sapiens), O00574; 0.36% of 360,000 active; in the data active = inhibition above about 34%, passing the limit was not always enough;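 also: antagonist mode with CXCL16 agonist at 10 nM final; 0% = 10 nM CXCL16 with DMSO and 100% = unstimulated wells without agonist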
UBC13 inh – UBC13 polyubiquitin chain formation inhibitors, primary screen, biochemical, TR-FRET, uHTS | 0.47% of 330,000 active | inhibition, % at 20 µM | AID 485273, 2010; in the data active = inhibition above about 45%, passing the limit was not always enough
Target sequence (P61088 whole entry, looked up): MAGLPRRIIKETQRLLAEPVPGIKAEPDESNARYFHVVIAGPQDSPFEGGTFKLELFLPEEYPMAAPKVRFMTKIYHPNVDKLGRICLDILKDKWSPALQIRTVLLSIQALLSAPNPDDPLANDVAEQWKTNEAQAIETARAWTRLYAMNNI
Gli-Sufu antag – Gli-Sufu pathway antagonists, primary screen, luciferase luminescence, Sufu-KO-LIGHT cells, uHTS; Sufu-KO-LIGHT fibroblasts, Gli luciferase reporter luminescence; inhibition, % at 5 µM; 0.74% of 340,000 active; AID 588413, 2011;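 active = inhibition above about 55%, limit read from the data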;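 also: 0% = DMSO-treated cells and 100% = wells with medium but no cells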
EBI2 antag – EBI2 receptor antagonists, beta-arrestin recruitment, primary screen, cell-based, luminescence, 7a,25-OHC stimulation, uHTS; G-protein coupled receptor 183 (Homo sapiens), P32249; 7a,25-OHC stimulated; inhibition, % at 5 µM; 0.81% of 360,000 active; in the data active = inhibition above about 38%;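 also: enzyme fragment complementation signal reports receptor beta-arrestin coupling in cells; 0% = agonist plus DMSO wells and 100% = wells without agonist; some results beyond the cut were filed as inactive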
Target sequence (P32249 whole entry, looked up, the tested form may be a part): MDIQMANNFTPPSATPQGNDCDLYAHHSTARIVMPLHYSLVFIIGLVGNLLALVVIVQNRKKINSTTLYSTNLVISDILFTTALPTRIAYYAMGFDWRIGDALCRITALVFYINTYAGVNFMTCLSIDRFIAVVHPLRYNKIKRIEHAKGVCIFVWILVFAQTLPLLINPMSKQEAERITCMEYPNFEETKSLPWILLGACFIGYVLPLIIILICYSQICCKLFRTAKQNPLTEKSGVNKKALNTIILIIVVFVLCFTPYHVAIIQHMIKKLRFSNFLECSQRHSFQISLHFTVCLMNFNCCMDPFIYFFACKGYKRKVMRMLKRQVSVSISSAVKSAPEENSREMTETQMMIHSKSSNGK
The depositor's hits bear a star; nt = no result given.

Each structure is followed by: 697 NFkB inh	Jurkat NFkB inh	CCR6 antagonist	APJ antagonist	CXCR6 block	UBC13 inh	Gli-Sufu antag	EBI2 antag
[1] CCn1c(CNC(=O)c2ccc(Cl)cc2)nnc1SCC(=O)NC1=NCCS1
 : 2	14	-5	1	-5	0	3	5
[2] Cc1ccc2nc(SCC(=O)Nc3oc(C)c4c(C)n[nH]c(=O)c34)[nH]c2c1
 : 3	8	4	3	-2	12	-5	-13
[3] Cc1nc2nc(SCC(=O)Nc3cccc(F)c3)[nH]c2cc1Br
 : 2	-3	-8	1	-12	-1	31	-18
[4] Cc1cc(C)c(S(=O)(=O)NC2CC(C)(C)NC(C)(C)C2)cc1Br
 : 2	8	3	1	-9	11	7	1
[5] c1cnc2nc(-c3ccc4c(c3)OCO4)cn2c1
 : -55	-55	-6	-20	-13	-3	-47	-1
[6] CCn1nc(C)c(NC(=O)c2cc(Br)ccc2Cl)c1C
 : 12	6	-11	3	3	4	8	-2
[7] Cc1ccc(S(=O)(=O)N(Cc2cccnc2)Cc2cc3ccccc3[nH]c2=O)cc1
 : 6	2	14	-1	-7	-2	-1	-5
[8] CN1CCN(C(=O)c2cccc(COc3cc(Cl)ccc3Cl)c2)CC1
 : -101	-32	5	7	2	0	-44	-5
[9] COc1cc2c(cc1OC)CC1(CCCCC1)N=C2
 : -3	-4	3	9	10	15	12	7
[10] COc1cc(/C=C/C(=O)c2ccc3c(c2)OCCO3)cc(Br)c1OCC(=O)N(C)C
 : -47	47	37	12	16	-1	7	-50
[11] O=C(O)/C=C/C(=O)Nc1ccc(-n2nccc2C(F)(F)F)cc1
 : 13	12	13	13	10	-8	4	3
[12] CCC(NC(=O)c1ccccc1NC(=O)c1ccco1)C(=O)NC1CCCCC1 (stereo unspecified)
 : -23	-32	14	-1	11	-9	-12	7
[13] Cc1cc(C)cc(OCC(=O)OCC(=O)N2CC(=O)Nc3ccccc32)c1
 : -4	-2	4	-37	0	-10	4	-9
[14] c1coc(-c2ccnc3ncnn23)c1
 : 11	0	-1	-2	-12	7	0	-4
[15] O=C(Cc1cccs1)Nc1ccc(F)cc1
 : 0	9	12	5	2	0	2	-3
[16] Cn1c(CC(=O)Nc2ccccc2)n[nH]c1=S
 : -10	-5	-12	9	-8	-9	-11	-4
[17] CN(CCOc1ccc(Cl)cc1)CC(=O)Nc1ccc(OC(F)F)cc1
 : -20	0	10	-21	6	8	-2	4
[18] CC(C)OCC(O)CSc1ccccn1 (stereo unspecified)
 : 17	1	4	7	2	3	-2	-6
[19] N#Cc1ccc(OCC(=O)Nc2cc(S(=O)(=O)N3CCOCC3)ccc2N2CCOCC2)cc1
 : 24	-1	7	-4	2	-4	3	-2
[20] Cc1cc(NC(=O)c2sccc2C)n(-c2nc3ccccc3[nH]2)n1
 : -13	-5	34	8	27	-22	2	25
[21] CC(C)COc1ccc(/C(=N/O)c2ccccc2)cc1
 : -50	-18	-10	-17	5	4	-28	8
[22] CC(NC(=O)Cn1nc(C(F)(F)F)c2c1CCC2)c1ccccc1 (stereo unspecified)
 : 10	-23	20	11	-7	6	-4	-4
[23] Cc1ccc2nc(SCC(=O)NCc3cccs3)[nH]c2c1
 : 1	-7	0	16	-1	10	-3	-1
[24] Cc1ccc(Cc2cnc(NC(=O)/C(C#N)=C/c3ccc(-c4ccc([N+](=O)[O-])cc4)o3)s2)cc1
 : -11	-1	59*	38	39	-130	6	14
[25] O=C(Nc1cccc([N+](=O)[O-])c1)C(=O)N1CCCCC1
 : -28	-48	-1	7	4	-24	-40	5
[26] Cc1ccc(Cl)c(OCCN2CCc3ccccc3C2)c1
 : 11	20	10	25	11	9	7	-7
[27] CC1C(=O)N(Cc2cccc(F)c2)c2ccccc2N1C(=O)c1ccccc1 (stereo unspecified)
 : -14	-5	11	13	-2	0	-32	-3
[28] CCC(=O)c1ccc(OCC(=O)NCC2(N3CCCCC3)CCCCC2)cc1
 : 11	8	22	2	4	4	45	-3
[29] O=C(CCSCCC(=O)NN=Cc1ccc(F)cc1)NN=Cc1ccc(F)cc1
 : nt	nt	2	nt	-9	nt	6	12
[30] CN1C(=O)CSc2ccc(NC(=O)N3CCOCC3)cc21
 : 18	-3	8	16	2	-4	2	-15
[31] CCOC(=O)c1ccc(NC(=S)N2CCN(CCN=CC3=C(O)CC(C)(C)CC3=O)CC2)cc1
 : 12	-21	-1	-5	0	-6	0	4
[32] CCOc1ccc(OCCOCCNCCOC)cc1
 : 9	10	3	-2	-1	-7	4	1
[33] CC(C)NC(=O)c1ccc(N2CCOCC2)nc1
 : 0	-18	13	-1	-5	-5	5	-12
[34] Nc1c(-c2cccs2)cnn1-c1nc(-c2ccc(Cl)cc2Cl)cs1
 : -12	-10	5	-17	-2	-5	27	18
[35] CCn1c(SCC(=O)N/N=C/c2ccncc2)nc2ccccc21
 : -5	-6	10	-13	-3	3	7	-4
[36] COc1ccc(C(=O)N=c2nc3ccccn3s2)cc1
 : -389	-83	0	13	-8	-2	-56	-13
[37] CC1CCCCN1CCNC(=O)c1ccc2c(=O)n(CCc3ccccc3)c(=O)[nH]c2c1 (stereo unspecified)
 : -31	-22	21	-10	-2	21	8	6
[38] O=C(c1cccnc1NCc1ccccc1)N1CCOCC1
 : 11	3	7	-6	-3	5	-7	-5
[39] COCCNc1nnc(SCC(=O)NC(=O)c2ccccc2)s1
 : 8	10	7	-1	0	3	-1	-10
[40] COc1cccc(CNC(=O)CCC2CCCN(Cc3cc(Cl)ccc3O)C2)c1 (stereo unspecified)
 : -13	2	10	0	1	3	30	5
[41] CCN(C(=O)c1ccc2c(=O)n3c(nc2c1)CCCCC3)c1ccc(F)cc1
 : 3	11	7	5	1	-2	-3	-6
[42] CCOc1ncccc1C(=O)N(C)CC(=O)Nc1ccccc1SC
 : 4	-17	0	8	-10	-4	1	-6
[43] COC(=O)c1ccc(C(=O)N2CCCC(Nc3ccc(C(C)C)cc3)C2)cc1 (stereo unspecified)
 : -29	-18	14	1	-6	-5	-4	-8
[44] COc1ccc(NC(=O)COC(=O)c2cc(C)oc2C)cc1OC
 : 8	-9	12	-4	-5	11	2	2
[45] O=C(OCc1c(Cl)cccc1Cl)c1ccccn1
 : 6	-7	9	-3	-1	8	12	-11
[46] CSCCC(NC(=O)c1ccccc1Cl)C(=O)Nc1cccc(S(=O)(=O)N2CCCC2)c1 (stereo unspecified)
 : 2	19	4	-21	0	1	-10	-5
[47] Cc1cc(=O)[nH]c(N/N=C/c2ccccn2)n1
 : -97	-7	-8	-43	-7	-39	46	-8
[48] C=CCOc1ccc(/C=N/NC(C)=O)cc1OCC
 : 16	-2	9	-14	2	6	-9	0
[49] NC(=O)CC(NC(=O)c1ccccc1)c1ccc(N2CCC(N3CCCC3)CC2)c([N+](=O)[O-])c1 (stereo unspecified)
 : -6	-5	-7	-11	-10	-20	-1	0
[50] CCOc1cc(NC(=S)NCCCN2CCOCC2)c(OCC)cc1NC(=O)C1CC1
 : -21	17	-11	0	-5	4	-8	-1

Next section:
Each structure is followed by: 697 NFkB inh	Jurkat NFkB inh	CCR6 antagonist	APJ antagonist	CXCR6 block	UBC13 inh	Gli-Sufu antag	EBI2 antag
[51] CC(C)NC(=O)Nc1ccc2c(c1)CC(=O)N([C@@H](C)CO)C[C@H](C)[C@@H](CN(C)C(=O)NC1CCCCC1)O2
 : 9	2	-9	-9	-10	1	-1	-7
[52] CCOC(=O)[C@H]1[C@H]2COc3ccc(Br)cc3[C@H]2N2C(=O)CN(CCc3c[nH]c4ccccc34)C(=O)[C@@]12C
 : nt	nt	5	nt	-2	nt	-1	4
[53] CC(C)Cc1nnc(N)s1
 : nt	nt	6	nt	4	nt	-3	-3
[54] COc1ccc(/C=C2\CCC(C3CCCC3)C2=O)c(OC)c1OC (stereo unspecified)
 : -4	-13	4	10	-6	-1	21	-3
[55] O=C(NCC1CCCO1)C1c2ccccc2Oc2ccccc21 (stereo unspecified)
 : 12	-13	-3	9	5	-2	6	-35
[56] Cc1cc(C)c(C)c(S(=O)(=O)Nc2ccccc2C(=O)NN2CCOCC2)c1C
 : -1	-3	-4	3	4	2	4	-1
[57] COC(=O)CSc1nnc(-c2ccc(S(=O)(=O)N3CCCCC3)cc2)o1
 : 6	14	-12	3	0	-7	0	-28
[58] CCOC(=O)c1c(NC(=O)CSc2cn(CC)c3ccccc23)sc2c1CCC2
 : 13	0	15	19	7	-5	8	21
[59] CCOC(=O)C1=C(C)N(CCCC(=O)O)C(=O)NC1c1ccc(Cl)cc1Cl (stereo unspecified)
 : 6	16	-2	6	-4	-1	2	-7
[60] Clc1cc(Cl)cc(C2=NC(Cc3ccccc3)CO2)c1 (stereo unspecified)
 : 10	-3	11	8	-6	6	-6	-1

Part of the list above, set out differently.
entry	canonical_smiles	697 NFkB inh	Jurkat NFkB inh	CCR6 antagonist	APJ antagonist	CXCR6 block	UBC13 inh	Gli-Sufu antag	EBI2 antag
57	COC(=O)CSc1nnc(-c2ccc(S(=O)(=O)N3CCCCC3)cc2)o1	6	14	-12	3	0	-7	0	-28
58	CCOC(=O)c1c(NC(=O)CSc2cn(CC)c3ccccc23)sc2c1CCC2	13	0	15	19	7	-5	8	21

(next part)
Each structure is followed by: 697 NFkB inh	Jurkat NFkB inh	CCR6 antagonist	APJ antagonist	CXCR6 block	UBC13 inh	Gli-Sufu antag	EBI2 antag
[61] CC(C)(C)c1ccc(OCc2cnc(Cl)s2)cc1
 : -7	-27	20	5	-10	9	-89	2
[62] CCOc1ccc(C(=S)N2CCCC2)cc1
 : 15	-5	2	16	2	6	-9	-4
[63] COc1ccc(NC(=O)CCN2C(=O)C3C4C=CC(C4)C3C2=O)cc1 (stereo unspecified)
 : -19	3	-4	-1	7	-2	4	-7
[64] Cc1ccc(CN2CCN(Cc3ccc4c(c3)OCCO4)CC2CCO)cc1 (stereo unspecified)
 : -17	10	-4	-2	2	5	17	3
[65] Cc1ccc2oc(=O)c3cc(C(=O)NCCN4CCc5ccccc5C4)sc3c2c1
 : 6	-3	-2	5	8	24	0	-1
[66] O=C1CC(N2CCN(c3ccccc3Cl)CC2)C(=O)N1c1ccc(F)cc1 (stereo unspecified)
 : -54	1	12	1	2	-2	6	-14
[67] COc1ccc(C2c3[nH]c4ccccc4c3C[C@H]3C(=O)N(c4ccccc4C(=O)N4CCC[C@@H]4C(=O)O)C(=O)N23)cc1 (stereo partly specified)
 : -7	6	1	1	1	-17	-7	-4
[68] CCc1nc(NCC2CCCO2)c2oc3ccccc3c2n1 (stereo unspecified)
 : -6	-4	-45	7	-13	2	-1	-5
[69] O=C(NCc1ccc(F)cc1)c1ccc(N2CCOCC2)c([N+](=O)[O-])c1
 : 13	-1	4	13	2	-3	10	9
[70] Nn1c(SCC(=O)N2CCCc3ccccc32)nnc1-c1ccccc1
 : 9	6	-15	-16	0	-2	0	-3

Source: PubChem BioAssay
